Assay outcomes as filed in PubChem BioAssay.
GLP-1R inv ag: GLP-1 receptor (human) inverse agonism; P43220; HEK293 GLP-1R CRE-luciferase, luminescence, 24 h; GLP-1R form is constitutively active; Potency, µM (top dose mostly 38.3 µM), inactives show at the top dose activity change, negative = inhibition, actives largely listed as inhibitors; 410,000 compounds, 1.6% hits; also: potency is read from the fitted curve at half-maximal effect; % is scaled to controls: 0 for no effect and ±100 for the full control effect; nearly all actives have a fitted effect of over 55% in size
Target sequence (P43220 whole entry, looked up): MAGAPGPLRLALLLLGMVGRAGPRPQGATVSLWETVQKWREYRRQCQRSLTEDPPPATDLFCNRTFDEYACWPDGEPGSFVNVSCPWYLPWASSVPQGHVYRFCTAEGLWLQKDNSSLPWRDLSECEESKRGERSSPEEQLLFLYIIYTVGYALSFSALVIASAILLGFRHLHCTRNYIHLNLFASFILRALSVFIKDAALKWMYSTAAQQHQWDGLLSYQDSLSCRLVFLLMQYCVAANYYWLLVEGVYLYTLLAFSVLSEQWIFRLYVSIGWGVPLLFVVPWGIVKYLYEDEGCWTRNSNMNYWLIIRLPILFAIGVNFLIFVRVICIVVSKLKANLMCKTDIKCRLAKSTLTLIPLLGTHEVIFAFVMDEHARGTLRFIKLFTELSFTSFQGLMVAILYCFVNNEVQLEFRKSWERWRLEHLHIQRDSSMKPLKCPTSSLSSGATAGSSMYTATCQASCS
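Using stably transfected HEK293 (constitutively active GLP-1R, cAMP-luciferase reporter), compounds were incubated 24 hr and luciferase measured by luminescence.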
D3 ag: agonists of human D3 dopamine receptor; AID 652048; 410,000 compounds, 0.58% hits; max activation, %; D3R DiscoveRx beta-arrestin cells, luminescence, 90 min; in the data active = max activation above about 30%; also: 0% is about no effect; mostly tested at two doses, the higher about 12 µM
Target sequence (P35462 whole entry, looked up): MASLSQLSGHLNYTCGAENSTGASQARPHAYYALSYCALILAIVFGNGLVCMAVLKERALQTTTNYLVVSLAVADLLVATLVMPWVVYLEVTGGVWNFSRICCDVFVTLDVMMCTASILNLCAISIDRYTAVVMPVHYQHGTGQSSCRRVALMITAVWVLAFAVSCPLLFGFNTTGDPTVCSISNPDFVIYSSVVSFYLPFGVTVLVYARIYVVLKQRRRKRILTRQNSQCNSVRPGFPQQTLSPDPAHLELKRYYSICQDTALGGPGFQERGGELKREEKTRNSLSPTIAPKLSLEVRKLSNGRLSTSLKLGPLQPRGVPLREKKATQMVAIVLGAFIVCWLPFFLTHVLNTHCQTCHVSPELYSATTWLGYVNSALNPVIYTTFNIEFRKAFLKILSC
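Agonist-mode cell screen: cells plated at 1500/well and incubated overnight at 37 °C, then exposed to library compounds for 90 min at 37 °C. Detection reagent was added for 30–60 min at room temperature, and luminescence was read.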
HEK293 tox: cytotoxicity in counter-screen for GLP-1R inverse agonists. HEK293 cAMP-luciferase reporter cells, luminescence, 24 h. 410,000 compounds, 0.13% hits. Potency, µM (highest dose often 38.3 µM), for the others: at the highest dose activity change, negative = inhibition, most hits filed as inhibitors. AID 624418;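 also: loss of luciferase light is scored as toxicity; potency is read from the fitted curve at half-maximal effect; % is scaled to controls: 0 for no effect and ±100 for the full control effect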
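Luminescence readout: signal drop marks cytotoxicity. Plated cells grew 12 h at 37 °C, 5% CO2, received 23 nL compound for 24 h, then got luciferase reagent, read after 12 min at RT.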
* = called active by the depositor; u = inconclusive; [ ] = another dose, or the depositor's remark. Unless noted, calls follow the shape of the dose curve; as a rule, active = well fitted curve in the direction sought with a large enough effect; inconclusive = small, poorly fitted or top-dose-only effect, or another doubt; inactive = no such curve, though single readings can be large; an effect the other way counts as inactive or inconclusive. A portion of the library; count on the stated rates, not on these rows.

Each structure is followed by: GLP-1R inv ag, D3 ag, HEK293 tox
- COc1ccccc1N1CCN(S(=O)(=O)c2c(C)nc3sccn3c2=O)CC1
→ -5%, 3, 3%
- Cc1ccc(NC(=O)Cn2cnc3sc(C(=O)O)c(C)c3c2=O)cc1Cl
→ 1%, 1, -3%
- CN1CCc2nc3sc(C(=O)Nc4cccc(C#N)c4)c(N)c3cc2C1
→ 44%[activator], -15, 14%
- COc1cc(-c2noc(-c3cc4cccc(C)c4oc3=O)n2)cc(OC)c1OC
→ 13%, -21, 20%
- Cc1c(Cl)cccc1NC(=O)c1oc2ccc(S(=O)(=O)N3CCCCCC3)cc2c1C
→ 2%, 5, 15%
- Cc1ccc(Nc2nc(C(N)=O)c(NC(=O)c3ccccc3Br)s2)cc1
→ u, -14, -3%
- COc1ccc(NC(=O)NC(C)c2c(-n3cccc3)sc(C)c2C)cc1OC (configuration not stated)
→ u, 18, -8%
- CCOc1ccccc1NC(=O)c1sc2nc3n(c(=O)c2c1C)CCCCC3
→ -28%, -5, -4%
- Cc1cc(OCC(=O)NCC2(N3CCOCC3)CCCCC2)ccc1Cl
→ u, -20, 0%
- Cc1ccc2nc(-c3ccc(Cl)c(NC(=O)c4ccc(Br)o4)c3)oc2c1
→ 9%, 1, -9%
- CCCCNC(=O)C1CCN(c2nc3ccccc3nc2C(F)(F)F)CC1
→ 5%, -6, 4%
- COc1ccc(-n2nc(C(=O)Nc3cccc(C(F)(F)F)c3)c3c4ccccc4n(C)c3c2=O)cc1
→ 12%, 8, 24%
- COc1ccc(OC)c(/C=C/c2nc3ccccc3c(=O)n2-c2ccc(F)c(Cl)c2)c1
→ u, -9, -13%
- COc1cc(C2C(=O)N(C3CCCCC3)CC(=O)N2C2CCCCC2)ccc1OC(C)C (configuration not stated)
→ 11%, -10, -7%
- CCc1ccc2oc(-c3ccc(NC(=O)c4ccc(OC)c(Br)c4)cc3)nc2c1
→ 1%, -3, -4%
- Cc1ccc(CSc2oc(-c3ccco3)nc2S(=O)(=O)c2ccc(Br)cc2)cc1
→ u, -10, 20%
- Cc1ccc(-n2c(=O)c3cccnc3n2CC(=O)Nc2cccc(C)c2C)cc1
→ 3%, -4, -3%
- Cc1oc(-c2ccc(C(=O)NCCN(C)C)cc2)nc1CS(=O)(=O)c1ccccc1
→ -11%, -28, 29%
- Cc1cccc(N(C)C(=O)Cn2cnc3nc4c(cc3c2=O)CCCC4)c1
→ -16%, -13, 7%
- Cc1nc2nc(NC(=O)c3ccccc3F)[nH]n2c(=O)c1Cl
→ 9%, -12, 1%
- COc1ccc(-c2nn(C)c3sc(C(=O)Nc4cccc(F)c4)cc23)cc1OC
→ u, -24, -8%
- Cc1cccc2c1-c1sc(C(=O)N3CCN(c4cccc(Cl)c4)CC3)cc1CO2
→ u, -8, 17%
- O=c1c(S(=O)(=O)c2ccccc2)cn(Cc2cccc(F)c2)c2cc(N3CCCC3)c(F)cc12
→ 2%, 5, 17%
- Cc1ccc2c(c1)N(C(=O)N1CCC(C(=O)NC3CCCCCC3)CC1)CC(C)O2 (configuration not stated)
→ 7%, 5, 5%
- Cc1cccc(N2CCN(C(=O)c3noc4c3CCCCC4)CC2)c1C
→ -26%, -15, -11%
- Cc1nn(C)c2c1c(-c1ccccc1)cc(=O)n2C(C)C(=O)NCCc1ccc(Cl)cc1 (configuration not stated)
→ u, -1, -5%
- COCCNC(=O)c1[nH]c2cc(C)ccc2c1Sc1ccc(Cl)cc1
→ -6%, 5, 1%
- CCCCCCSc1nc(N)c2c3c(sc2n1)CCCC3C (configuration not stated)
→ 22%, 8, 1%
- CCc1ccc(-n2nc(C)c3c(C)cc(=O)n(CC(=O)Nc4ccc(C(C)=O)cc4)c32)cc1
→ -2%, -6, 9%
- CS(=O)(=O)N1CCc2cc(C(=O)Nc3ccc(S(N)(=O)=O)cc3)ccc21
→ 1%, -10, 6%
- COc1cc(NC(=O)CSc2nc3nc(C)c(Cc4ccc(C)cc4)c(C)n3n2)cc(OC)c1OC
→ -12%, 1, -1%
- Cc1ccc(/C=C/c2onc(C)c2S(=O)(=O)N2CCC(C(=O)NCc3ccc(N(C)C)cc3)CC2)cc1
→ -24%, 2, 2%
- COc1ccc2c(C)c(CCC(=O)NCCc3ccccc3OC)c(=O)oc2c1
→ -8%, 3, -2%
- CCOCCCNC(=O)c1cnc2sc(N3CCCCCC3)nn2c1=O
→ 7%, 11, 8%
- O=C(NCc1nc2cccnc2n1Cc1ccc(F)cc1)c1ccccc1C(F)(F)F
→ -30%, -9, 12%
- CCOC(=O)c1c(NC(=O)c2cc(CC)on2)sc(C(C)=O)c1C
→ 18%, -5, 0%
- COc1ccc(-n2cc(C(=O)NCCc3cc(OC)ccc3OC)c3ccccc3c2=O)cc1
→ -17%, 6, 0%
- CCOc1ccc(NC(=O)c2cc3c(n(-c4ccc(OC)cc4)c2=O)CC(C)(C)CC3=O)cc1
→ 10%, 0, 7%
- COc1ccc(-c2cc(OC(=O)c3ccccc3Cl)c3c(C)oc(C)c3c(=O)c2)cc1OC
→ 0%, -1, 0%
- CCOc1cccc(NC(=O)CSc2ncc(-c3ccc(Cl)cc3)[nH]2)c1
→ -27%, 5, 3%
- Cc1ccc(N2CC(NC(=O)c3ccc(S(=O)(=O)N4CCOCC4)cc3)CC2=O)cc1C (configuration not stated)
→ -5%, 0, -9%
- Cc1ccc(NC(=O)CSc2nc3c(oc4ccccc43)c(=O)n2Cc2ccco2)cc1F
→ 17%, 1, -1%
- Cc1cccc(-n2c(SCC(=O)Nc3ccccc3C)nc3c(oc4ccccc43)c2=O)c1
→ 6%, 7, 1%
- CCc1cc2c(cc3c(=O)n(CCCC(=O)NCc4ccccc4Cl)nc(CC)n32)s1
→ 2%, 11, 0%
- CCOc1ccccc1NC(=O)Cn1c(=O)n(Cc2ccco2)c(=O)c2cccnc21
→ -7%, -8, 8%

Some of these compounds in order of heavy-atom count, largest number first:
Each structure is followed by: GLP-1R inv ag, D3 ag, HEK293 tox
- Cc1ccc(/C=C/c2onc(C)c2S(=O)(=O)N2CCC(C(=O)NCc3ccc(N(C)C)cc3)CC2)cc1
→ -24%, 2, 2%
- COc1cc(NC(=O)CSc2nc3nc(C)c(Cc4ccc(C)cc4)c(C)n3n2)cc(OC)c1OC
→ -12%, 1, -1%
- CCOC(=O)c1c(NC(=O)c2cc(CC)on2)sc(C(C)=O)c1C
→ 18%, -5, 0%

Carrying on:
Each structure is followed by: GLP-1R inv ag, D3 ag, HEK293 tox
- Cc1cc(C)cc(NC(=O)CSc2nc3c(cnn3-c3ccc(F)cc3)c(=O)[nH]2)c1
→ 10%, 4, 5%
- COc1ccc(S(=O)(=O)NCCS(=O)(=O)N2CCN(c3ccccc3)CC2)cc1OC
→ 7%, -16, 1%
- COc1cccc(C(=O)NC2=NC(c3ccccc3F)CC(=O)N2)c1 (configuration not stated)
→ 25%, 0, 8%
- Cn1cnc(S(=O)(=O)N2CCC(C(=O)Nc3ccc(OC(F)(F)F)cc3)CC2)c1
→ -32%, -12, -5%
- CCS(=O)(=O)c1oc(-c2ccc(F)cc2)nc1S(=O)(=O)c1ccc(Br)cc1
→ -7%, -24, -3%
- Cc1ccc(C(=O)N2CCN(c3cccc(Cl)c3)CC2)cc1-n1c(C)nc2cccnc21
→ 0%, 6, -7%
- O=C(NCc1cccs1)c1ccc(CSc2nc3ccncc3n2Cc2ccccc2)cc1
→ -29%, -3, -3%
- COc1cc(/C=C/c2nc(C#N)c(N3CCCCC3)o2)cc(OC)c1OC
→ 5%, 9, 14%
- CN(C(=O)CSc1nc(C2CCCC2)nc2c1c(=O)n(C)c(=O)n2C)c1ccccc1
→ 16%, 5, -8%
- CCOC(=O)c1c(-c2ccccc2)csc1NC(=O)c1cc(-c2ccc(F)cc2)on1
→ 9%, 1, -1%
- COc1ccccc1-c1noc(-c2ccc(NCc3ccco3)c([N+](=O)[O-])c2)n1
→ 22%, -6, 5%
- COc1cc(NC(=O)CCc2nc3cccnc3n2Cc2cccs2)cc(OC)c1OC
→ 14%, -4, 7%
- CCc1cccc(-n2c(=O)c3cccnc3n2CC(=O)Nc2ccc(F)c(C)c2)c1
→ -2%, 4, -5%
- COc1cc(Nc2nc3ccccc3c3nnc(C)n23)cc(OC)c1
→ 17%, 10, -1%
- CCOC(=O)c1sc(N2C(=O)c3oc4ccc(F)cc4c(=O)c3C2c2cccc(OC)c2)nc1C (configuration not stated)
→ 23%, 4, 9%

Additional structures
mol | GLP-1R inv ag | D3 ag | HEK293 tox
Cc1ccc(-n2ncc(C(=O)NCc3cccs3)c2C2CCN(C(=O)OC(C)(C)C)CC2)cc1 | u | 3 | -7%
CCCN(CCC)C(=O)c1c[nH]c2ccc(S(=O)(=O)N(C)c3ccc(Cl)cc3)cc2c1=O | -1% | 3 | 2%
Cc1ccc(C(=O)Nc2ccc3c(c2)n(C)c(=O)c(=O)n3C)cc1 | 10% | 1 | -21%
Cc1cccc(-n2c(=O)c3c4c(sc3n3c(C)nnc23)CCCC4)c1 | 10% | 6 | -8%
N#C/C(=C/c1cn(Cc2ccc(F)cc2)c2ccccc12)C(=O)Nc1cccc(Cl)c1 | 2% | 0 | 5%
COc1ccc(-c2nc3sc(CCNS(=O)(=O)c4ccc(F)c(C)c4)c(C)n3n2)cc1 | u | 7 | 0%
Cc1cccc(NC(=O)Cn2cc(C(=O)C3CCCCC3)c3ccccc32)c1C | -29% | 11 | -3%
Oc1c(C(c2ccccc2)N2CCC(O)CC2)sc2nc(-c3ccco3)nn12 (configuration not stated) | 3% | -7 | 8%
Cc1cc(-c2ccc(S(=O)(=O)Nc3ccc(Cl)cc3C)cc2)on1 | u | 2 | -30%
CS(=O)(=O)N1CCc2cc(C(=O)Nc3cccc(F)c3)ccc21 | -1% | -12 | -19%
OCCCn1c(-c2ccc(F)cc2)csc1=Nc1ccc(F)cc1 | u | -17 | 12%
Cc1nc2nc(NC(=O)C(C)C)[nH]n2c(=O)c1Cc1ccccc1 | 6% | -5 | 6%
O=C(O)CC(NS(=O)(=O)c1ccc(Br)s1)c1ccccc1 (configuration not stated) | 11% | 3 | 2%
COc1ccc(-n2ncc3c(NC4CCCC4)ncnc32)cc1 | 7.9µM* | -18 | -22%
COc1ccc(CNC(=O)CN2C(=O)CSc3ccc(S(=O)(=O)N4CCC(C)CC4)cc32)cc1 | u | -14 | -1%
CC(C)Nc1ccc(-c2nc(-c3ccncc3)no2)cc1[N+](=O)[O-] | 3% | 8 | -16%
Cc1ccc(-n2c(=O)c3c(C)c(C)sc3n(CC(=O)c3ccc(Cl)cc3)c2=O)cc1C | -10% | 6 | 2%
CC(C)CCn1c(=O)c2cccnc2n(CC(=O)Nc2ccc(F)cc2)c1=O | -5% | -15 | -5%
CCC(=O)N1CCc2cc(S(=O)(=O)NC(Cc3ccccc3)C(=O)Nc3ccccc3C)ccc21 (configuration not stated) | 17% | -10 | 6%
Cc1cc(C)n2nc(CNC(=O)c3cccc(N(C)C)c3)nc2n1 | 86%[activator] | -23 | -23%
COc1ccccc1CCNC(=O)c1cccn1-c1nnc(N2CCCCC2)s1 | -27% | -16 | 1%
CCC(C(=O)Nc1cc(F)ccc1F)n1nc(-c2cc(C)ccc2C)ccc1=O (configuration not stated) | u | 3 | -7%
CC1CCCN(CCCNC(=O)c2ccc3c(c2)N(Cc2ccc(Cl)cc2)C(=O)c2ccccc2S3(=O)=O)C1 (configuration not stated) | u | -47 | -4%
CC(=O)Nc1cccc(NC(=O)C2(c3cccs3)CCOCC2)c1 | 15% | 1 | 4%
Cc1ccc(-n2ncc3c(Nc4ccccc4C)ncnc32)cc1 | -8% | 5 | 1%
COc1cc2ccccc2cc1C(=O)Nc1ccc2oc(-c3ccc(Cl)cc3)nc2c1 | 13% | 0 | 6%
Cc1ccc(-c2nnc(Nc3ccc(Cl)c(Cl)c3)c3ccccc23)cc1S(=O)(=O)N(C)C | -10% | 7 | 6%
CSCCC(NS(=O)(=O)c1ccc2c(c1)oc(=O)n2C)C(=O)NCc1ccc(Cl)cc1 (configuration not stated) | 8% | -16 | 3%
COc1cccc(-c2cn3c(n2)sc2cc(C(=O)NC4CCCCC4)ccc23)c1 | 7% | -1 | -1%
CCn1c(C(=O)NCc2ccc(F)cc2)cc2oc3ccccc3c21 | u | 9 | -4%
COc1ccc(N2CCN(Cc3nc4c(c(=O)[nH]c(=O)n4C)n3Cc3ccccc3C)CC2)cc1 | 1% | -18 | -8%
Cc1cccc(NC(=O)C(Cc2ccccc2)n2cccc2)c1C (configuration not stated) | u | -5 | -1%
Cc1cccc(-n2ncc3c(NCCOCCO)ncnc32)c1 | 3% | 5 | 5%
CN(Cc1ccccc1)c1nnc(NC(=O)Nc2cccc(Br)c2)s1 | 5% | -4 | -9%
COc1ccc(-c2nn(-c3ccc(F)cc3)c3c2cnc2cc4c(cc23)OCO4)cc1 | 3% | 7 | 3%
Cc1ccccc1OCc1nc2ccccc2n1Cc1ccccc1Cl | 3.5µM* | -19 | 3%
